CBFb-RUNX1 inh: inhibitors of human CBF-beta and RUNX1 interaction | AlphaScreen CBFb-His/RUNX1-biotin binding, biochemical | Potency, µM (doses to about 59.8 µM), without a hit: at the top dose activity, negative = inhibition, hits mostly inhibitors | 230,000 tested, under 10 active | AID 1477; further: % of control where 0% means no effect
Target sequence (Q01196 whole entry, looked up): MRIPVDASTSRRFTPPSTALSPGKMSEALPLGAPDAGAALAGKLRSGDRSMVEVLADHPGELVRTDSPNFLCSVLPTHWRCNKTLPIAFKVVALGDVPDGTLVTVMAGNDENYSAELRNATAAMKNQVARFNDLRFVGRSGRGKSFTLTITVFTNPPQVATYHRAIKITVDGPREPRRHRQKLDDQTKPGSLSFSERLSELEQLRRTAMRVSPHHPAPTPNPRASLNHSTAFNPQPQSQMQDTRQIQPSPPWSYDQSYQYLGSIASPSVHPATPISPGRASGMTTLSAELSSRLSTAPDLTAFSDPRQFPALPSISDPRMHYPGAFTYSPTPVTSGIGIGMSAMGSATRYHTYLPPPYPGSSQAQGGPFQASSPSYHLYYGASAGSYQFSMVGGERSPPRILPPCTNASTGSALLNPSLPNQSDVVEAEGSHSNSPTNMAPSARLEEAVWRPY
Target sequence (Q13951 whole entry, looked up): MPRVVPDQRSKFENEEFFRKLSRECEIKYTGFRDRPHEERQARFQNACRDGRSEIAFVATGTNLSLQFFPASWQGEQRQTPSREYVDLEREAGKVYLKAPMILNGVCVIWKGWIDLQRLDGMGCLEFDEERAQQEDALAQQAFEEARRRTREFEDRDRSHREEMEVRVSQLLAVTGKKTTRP
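Bead-based AlphaScreen assay; binding partners His-tagged CBF-beta and biotinylated RUNX1 at 30 nM each. Compound exposure 15 min after a 20-min protein preincubation; bead step 90 min; all steps at room temperature.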
L3MBTL1 block: blocks human L3MBTL1 | AlphaScreen L3MBTL1–H3K9me1 peptide binding | hit rate 0.66% among 230,000 | Potency, µM (titrated, usually from 57.1 µM), for the others: at the top dose activity, negative = inhibition, hits mostly inhibitors; further: potency means the concentration at half of the fitted maximal effect; on the % scale 0 is the no-effect control and ±100 the full control effect; nearly all actives have a fitted effect of over 60% in size
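L3MBTL1 (50 nM) pre-complexed 30 min with biotinylated H3(1-15)K9me1 peptide (75 nM), then compounds added for 30 min at room temperature; AlphaScreen streptavidin donor/nickel chelate acceptor beads (10 ug/mL final) read after 30 min dark incubation.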
IMPase Li inh: membrane-permeable IMPase blocker, potentiated with lithium. CHO-M1 cells, IP1 TR-FRET (IP-One), carbachol + lithium. Potency, µM (doses to about 59.4 µM), without a hit: top-dose activity, negative = IMPase inhibition, hits mostly inhibitors. hit rate 0.35% among 210,000;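 further: IP1 builds up when IMPase is blocked and the TR-FRET signal falls; potency means the concentration at half of the fitted maximal effect; plate controls were basal vehicle for no effect and high inhibitor control for full effect; nearly all actives have a fitted effect of over 50% in size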
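IP1 accumulation measured by competitive TR-FRET in lysed CHO-M1 cells after 30 min compound exposure at 37C, with a small lithium addition to potentiate weak responses. Hill-equation AC50 from ratio and donor-channel data.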
NPSR antagonist: blocks cAMP signaling of the human neuropeptide S receptor | Q6W5P4 | CHO-NPSR cells, cAMP TR-FRET, antagonist mode | Potency, µM (highest dose often 38.3 µM), without a hit: at the highest dose activity change, negative = inhibition, actives largely listed as inhibitors | hit rate 1% among 220,000; further: potency means the concentration at half of the fitted maximal effect; on the % scale 0 is the no-effect control and ±100 the full control effect; nearly all actives have a fitted effect of over 50% in size; many of its hits are not listed in these tables
Target sequence (Q6W5P4 whole entry, looked up): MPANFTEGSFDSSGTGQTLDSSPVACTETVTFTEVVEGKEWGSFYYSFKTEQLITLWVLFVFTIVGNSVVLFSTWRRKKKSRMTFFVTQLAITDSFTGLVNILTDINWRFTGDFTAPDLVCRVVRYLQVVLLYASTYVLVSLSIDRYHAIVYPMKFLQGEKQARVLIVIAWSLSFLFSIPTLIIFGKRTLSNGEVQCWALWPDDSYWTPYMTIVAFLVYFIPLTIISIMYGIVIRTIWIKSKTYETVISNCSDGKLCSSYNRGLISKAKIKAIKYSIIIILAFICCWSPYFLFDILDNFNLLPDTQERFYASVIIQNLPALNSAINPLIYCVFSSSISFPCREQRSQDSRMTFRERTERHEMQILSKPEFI
HTT aggregate: reduces HttQ103-GFP aggregates in PC12 cells; Potency, µM (highest dose often 46.1 µM), for inactives: top-dose activity change, negative = inhibition, actives largely listed as inhibitors; PC12 HttQ103-GFP aggregates, Acumen cytometry, 40 h; AID 1688; hit rate 1.1% among 220,000; further: potency means the concentration at half of the fitted maximal effect; on the % scale 0 is the no-effect control and ±100 the full control effect; nearly all actives have a fitted effect of over 60% in size
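Using laser scanning cytometry, GFP-positive aggregates were counted after lysis of PC12 cells induced with 100 nM tebufenozide to express HTT exon 1 Q103–GFP. Compounds were tested in titration.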
KinaseGlo FLuc: counter-screen: inhibitors of Kinase-Glo firefly luciferase | Q27757 | AID 1379 | Kinase-Glo luciferase, ATP luminescence, 8 min | Potency, µM (highest dose often 38.3 µM), for the others: at the top dose activity change, negative = inhibition, actives largely listed as inhibitors | hit rate 0.28% among 200,000; further: potency means the concentration at half of the fitted maximal effect; on the % scale 0 is the no-effect control and ±100 the full control effect; nearly all actives have a fitted effect of over 60% in size
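Kinase-Glo luciferase light output from ATP and luciferin was measured with 10 uM ATP, within the enzyme's linear range. Buffer: 50 mM imidazole pH 7.2, 50 mM KCl, 7 mM MgCl2, 0.01% Tween 20, 0.05% BSA; luminescence read after 8 min at ambient temperature.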
Epigenetic reg: epigenetic control regulation, reporter derepression; murine LDR cells, GFP reporter derepression, 30 h; Potency, µM (highest dose often 53.9 µM), for the others: at the top dose GFP activation, hits mostly activators; hit rate 0.2% among 280,000; AID 1865; further: potency means the concentration at half of the fitted maximal effect; % of control where 0% means no effect; nearly all actives have a fitted effect of over 60% in size
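Murine LDR cells carrying a silenced, genomically integrated CMV-driven GFP reporter were exposed to compound for 30 hours at 37 C. After PBS washes, GFP-positive cells (20–120 um objects) were counted by laser-scanning microplate cytometry.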
An asterisk follows results filed as active; ? = inconclusive; nt = not tested or not shown; [ ] = another dose, or the depositor's remark. The call rests on the fitted dose curve; in most records, active means well fitted curve in the direction sought with a large enough effect; inconclusive means small, poorly fitted or top-dose-only effect, or another doubt; inactive means no such curve, though single readings can be large; an effect the other way counts as inactive or inconclusive. Only part of the results is shown. The share of hits here may be higher or lower than overall.

SMILES | CBFb-RUNX1 inh | L3MBTL1 block | IMPase Li inh | NPSR antagonist | HTT aggregate | KinaseGlo FLuc | Epigenetic reg
CSCCC(C(=O)OC1CCOC1=O)N1C(=O)c2ccccc2C1=O (stereo unspecified) | -7% | nt | -4% | -5% | 3% | -1% | 2.5%
COCCNC(=O)c1ccc(CN2CCc3ccccc3C2)cc1 | 5% | 0% | 14% | 13% | -16% | 0% | 3.8%
O=C(CSc1cccs1)Nc1ccc2ccccc2c1 | 12% | 11% | 26%[38.3 µM] | 7%[46.1 µM] | 7% | -8% | 2.0%
O=S(=O)(CC(CN1CCOCC1)N1CCOCC1)c1ccccc1 (stereo unspecified) | 5% | nt | 3% | 25% | -6% | 2% | -2.6%
Cc1cc(S(=O)(=O)N(Cc2ccccc2F)C2CC2)ccc1-n1cnnn1 | 11% | 0% | 22% | 43% | 2%[9.22 µM] | -2% | -1.1%
CCC(=O)c1ccc(O)c(CC=C(C)C)c1 | -4% | 3% | -2%[38.3 µM] | 8%[46.1 µM] | ? | -6% | 0.8%
Cc1cccc2sc(NNC(=O)c3ccc(S(=O)(=O)N4CCc5ccccc5C4)cc3)nc12 | 8%[2.36 µM] | ? | -6% | -6% | -16% | 2% | -4.2%
CC1=NN(c2nc(-c3ccc(C#N)cc3)cs2)C(=O)C1 | -10% | 8% | 13% | -18% | nt | -2% | -0.1%
NNC(=O)CNC(c1ccccc1)c1cc(Br)ccc1NC(=O)c1ccccc1Br (stereo unspecified) | -6% | -2% | 5%[38.3 µM] | -21%[46.1 µM] | 6% | -1% | 0.0%
CC12C=CC3(CN(Cc4ccccc4)C(=O)C3C1C(=O)NC1CC1)O2 (stereo unspecified) | -1% | -6% | 6%[38.3 µM] | -10%[46.1 µM] | -5% | -1% | -2.2%
O=P(c1cccs1)(c1cccs1)c1cccs1 | 4% | -1% | 7%[38.3 µM] | -6%[46.1 µM] | 17% | -1% | -4.3%
CS(=O)(=O)N1CCCC(C(=O)Nc2ccc(Br)cc2F)C1 (stereo unspecified) | 5% | -20%[11.4 µM] | -11% | 14% | 30% | 9% | -1.2%

As a short view, part of the list above.
SMILES | CBFb-RUNX1 inh | L3MBTL1 block | IMPase Li inh | NPSR antagonist | HTT aggregate | KinaseGlo FLuc | Epigenetic reg
CSCCC(C(=O)OC1CCOC1=O)N1C(=O)c2ccccc2C1=O (stereo unspecified) | -7% | nt | -4% | -5% | 3% | -1% | 2.5%
COCCNC(=O)c1ccc(CN2CCc3ccccc3C2)cc1 | 5% | 0% | 14% | 13% | -16% | 0% | 3.8%
O=C(CSc1cccs1)Nc1ccc2ccccc2c1 | 12% | 11% | 26%[38.3 µM] | 7%[46.1 µM] | 7% | -8% | 2.0%
O=S(=O)(CC(CN1CCOCC1)N1CCOCC1)c1ccccc1 (stereo unspecified) | 5% | nt | 3% | 25% | -6% | 2% | -2.6%
Cc1cc(S(=O)(=O)N(Cc2ccccc2F)C2CC2)ccc1-n1cnnn1 | 11% | 0% | 22% | 43% | 2%[9.22 µM] | -2% | -1.1%
CCC(=O)c1ccc(O)c(CC=C(C)C)c1 | -4% | 3% | -2%[38.3 µM] | 8%[46.1 µM] | ? | -6% | 0.8%
Cc1cccc2sc(NNC(=O)c3ccc(S(=O)(=O)N4CCc5ccccc5C4)cc3)nc12 | 8%[2.36 µM] | ? | -6% | -6% | -16% | 2% | -4.2%
CC1=NN(c2nc(-c3ccc(C#N)cc3)cs2)C(=O)C1 | -10% | 8% | 13% | -18% | nt | -2% | -0.1%

Additional structures
SMILES | CBFb-RUNX1 inh | L3MBTL1 block | IMPase Li inh | NPSR antagonist | HTT aggregate | KinaseGlo FLuc | Epigenetic reg
COc1cc(C(=O)OCC(=O)NC2CCS(=O)(=O)C2)ccc1OCc1c(C)noc1C (stereo unspecified) | 2% | 32%[activator] | -2% | -13%[46.1 µM] | 29% | 1% | 2.4%
CCn1c(N2CCN(CC(=O)c3ccc(OC)cc3)CC2)nc2ccccc21 | -2% | 0% | 1%[38.3 µM] | -8%[46.1 µM] | 24% | -4% | -0.1%
NC(=O)c1cccc(N=Cc2cc(Cl)cc(Cl)c2O)c1 | 5% | -20% | 0% | -39% | -2%[9.22 µM] | -2% | -1.3%
CCCCCCCC(=O)NC(Nc1ccc(S(N)(=O)=O)cc1)C(Cl)(Cl)Cl (stereo unspecified) | -5% | 1% | 1%[38.3 µM] | -19%[46.1 µM] | 1% | -3% | -0.9%
CCOC(=O)c1sc(N)c(C#N)c1CSc1nc2ccc(OCC)cc2[nH]1 | 1% | 1% | 19%[38.3 µM] | ? | -19% | -4% | 1.5%
CSc1nc2cc(F)c(F)cc2n1C | 1% | 4% | -6%[38.3 µM] | 18%[46.1 µM] | ? | 0% | 1.6%
CCOC(=O)Cc1csc(NC(NC(=O)CC)(C(F)(F)F)C(F)(F)F)n1 | 4% | 7% | 3%[38.3 µM] | 2%[46.1 µM] | 18% | -2% | 0.0%
O=C(COC(=O)c1ccc(=O)n(Cc2ccccc2)n1)Nc1ccc2c(c1)OCCO2 | -1% | nt | 21%[38.3 µM] | -2%[46.1 µM] | ? | 4% | -0.9%
O=C(c1cc2c(=O)oc3ccccc3c2s1)N1CCOCC1 | 1% | 9% | -7% | -6%[46.1 µM] | -3% | 2% | -0.9%
CCn1nnc(C(=O)O)c1C(=O)O | 17% | 7% | -7% | -3%[46.1 µM] | -1% | 3% | -0.9%
CCC1CCc2c(n(C)c3ccccc3c2=O)O1 (stereo unspecified) | -3% | 2% | -7% | 7% | 3% | -4% | -2.2%
O=C(CCCn1c(=O)[nH]c2cc(Cl)ccc2c1=O)NCC1CCCO1 (stereo unspecified) | 4% | 28% | 5% | -3% | -4% | 2% | -1.0%
COc1ccc(Nc2nccc3c2nnn3C)cc1 | -3% | -1% | -13%[38.3 µM] | -11%[46.1 µM] | 3% | -2% | -0.7%
Cc1ccc(NS(=O)(=O)c2cc(C(=O)N3CCCC3)ccc2C)cc1C | 6% | -1% | 8% | -19% | 28% | 0% | -1.8%
COc1cc(/C=C2/C(=O)CNC2=O)ccc1O | -12% | 2% | 44%[activator] | 3% | 8% | -10% | 0.0%
CCCOc1ccc(C(=O)CCC(=O)OCC(=O)Nc2cc(C)on2)cc1 | -5% | nt | 17%[38.3 µM] | -3%[46.1 µM] | -3% | 3% | 0.0%
O=C(CC1C(=O)NCCN1Cc1ccc(Cl)c(F)c1)NCC1CCOCC1 (stereo unspecified) | 12% | -7% | nt | 12% | 12%[9.22 µM] | nt | 0.0%
CCCCOc1ccc(C(=O)NCC(=O)OC2CCOC2=O)cc1 (stereo unspecified) | -1% | nt | -8%[38.3 µM] | -29%[46.1 µM] | 21% | 0% | 2.0%
CC(C)C(O)(C(=O)NNc1ccccc1)C(C)C | 4% | 5% | nt | 19% | 9%[9.22 µM] | nt | -1.0%
COC(=O)c1[nH]c2ccc(C)cc2c1NC(=O)C(C)N1CCN(C2CCCCC2)CC1 (stereo unspecified) | 8% | 5% | 4%[38.3 µM] | 0%[46.1 µM] | -3% | -3% | 0.0%
Cc1ccc(-c2nnc(-n3nnc4ccccc43)c3ccccc23)cc1 | -6% | 29% | 22%[38.3 µM] | -13%[46.1 µM] | -2% | -2% | -1.1%
Cc1cccc(CNc2ccc(C(CC(N)=O)NC(=O)Cc3cccc4ccccc34)cc2[N+](=O)[O-])c1 (stereo unspecified) | -7% | nt | nt | ? | 14%[9.22 µM] | nt | ?
CCOC(=O)N1CCN(c2c(N3CCN(c4ccccc4F)CC3)c(=O)c2=O)CC1 | 3% | 1% | nt | 0% | 13%[9.22 µM] | nt | 1.1%
CN(C)c1ccc(-c2nc3ccccc3c(=O)[nH]2)cc1 | 8% | 0% | nt | -16% | -7%[9.22 µM] | nt | 9.7%
O=C(/C(N=Nc1cccc(C(F)(F)F)c1)=C(/O)c1cccs1)C(F)(F)F | -15% | -17% | nt | ? | -21%[9.22 µM] | nt | -0.2%
CCN(CC)c1ncnc2sc(C(=O)N3CCN(c4ccc(OC)cc4)CC3)c(C)c12 | 3% | 5% | 22%[38.3 µM] | 1%[46.1 µM] | 25% | 4% | 0.9%
O=c1cc(CO)oc(CN2CCN(c3ccccc3)CC2)c1O | 0% | -2% | -8%[38.3 µM] | 6%[46.1 µM] | 6% | 0% | 0.0%
O=C(COC(=O)c1cccc(S(=O)(=O)N2CCc3ccccc32)c1)Nc1ncc(C(F)(F)F)cc1Cl | 8% | -4% | 3% | 4% | 18% | 2% | -1.1%
COc1ccccc1N1CC(C(=O)OC(C)C(=O)N2CCCc3ccccc32)CC1=O (stereo unspecified) | -2% | -4% | -15%[38.3 µM] | -8%[46.1 µM] | -2% | -7% | 0.1%
N#CCC(=O)Nc1ccc(C(=O)OCC(=O)Nc2cccc(C(F)(F)F)c2)cc1 | -1% | 2% | 16% | -5% | 2% | 1% | -0.3%
CCOC(=O)C1=C(C)Nc2nc3ccccc3n2C1c1cccs1 (stereo unspecified) | -3% | -1% | 4% | -14%[46.1 µM] | 6% | 2% | 0.0%
O=C(O)C1CCCCC1C(=O)NCc1ccccc1 (stereo unspecified) | 1% | nt | -1%[38.3 µM] | -4%[46.1 µM] | -1%[1.84 µM] | 8% | -0.4%
O=C1NC[C@H](c2ccccc2)N(CC2CCCCC2)C1=O | 15% | nt | nt | 0% | -29%[9.22 µM] | nt | -0.9%
O=C1CSC(c2ccccc2)N1c1cccnc1 (stereo unspecified) | 3% | -3% | nt | -19% | -10%[9.22 µM] | nt | 0.0%
Cc1ccc2cc3c(N)c4c(C)ccc(C)c4nc3nc2c1 | -6% | -10% | 31%[activator] | -11% | -3% | -2% | 1.3%
COC(=O)CN(n1cnnc1)S(=O)(=O)c1ccccc1 | 3% | -9% | -10%[38.3 µM] | -19%[46.1 µM] | 18% | -3% | -2.4%
C=CCSc1nnc(CNC(=O)c2ccc(Cl)cc2)n1CC | 6% | -1%[11.4 µM] | 8% | 9% | 7% | -1% | 0.1%
Cc1ccc(NC(=S)NC2CCCC2)cc1C | 3% | 1% | 8% | -34% | -20% | 1% | -1.0%
COCCCn1c(=NC(=O)c2ccccc2)c(C#N)cc2c(=O)n3cccc(C)c3nc21 | 3% | 2% | nt | ? | 13%[9.22 µM] | nt | 2.1%
C/C(=N/NC(=O)CNC(=O)c1ccccn1)c1ccc([N+](=O)[O-])cc1 | 11% | nt | -2% | 23% | -7% | 1% | -6.9%

Screens from PubChem.
